PAFAH2 FP inh: inhibitors of human PAFAH2; inhibition, % at 3.39 µM; 0.99% of 340,000 active; recombinant PAFAH2, FP-rhodamine activity probe, fluorescence polarization;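 active means inhibition above the mean over all tested compounds plus 3 SD, cut at about 30% in these data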;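 further: inhibitors block probe labeling of enzyme so polarization drops; 0% = enzyme with DMSO and 100% = wells lacking PAFAH2 protein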
proCasp3 act: activators of human procaspase-3; P42574; recombinant procaspase-3 D3A, Ac-DEVD-pNA absorbance 405 nm; activation, % at 8.5 µM; 0.11% of 330,000 active; AID 463141;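 active means activation above the mean of all tested compounds plus 3 SD, cut at about 21% in these data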;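 further: 0% = DMSO alone and 100% = DMSO wells spiked with extra 5 µM PC-3 D3A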
Target sequence (P42574 whole entry D9A/D28A/D175A): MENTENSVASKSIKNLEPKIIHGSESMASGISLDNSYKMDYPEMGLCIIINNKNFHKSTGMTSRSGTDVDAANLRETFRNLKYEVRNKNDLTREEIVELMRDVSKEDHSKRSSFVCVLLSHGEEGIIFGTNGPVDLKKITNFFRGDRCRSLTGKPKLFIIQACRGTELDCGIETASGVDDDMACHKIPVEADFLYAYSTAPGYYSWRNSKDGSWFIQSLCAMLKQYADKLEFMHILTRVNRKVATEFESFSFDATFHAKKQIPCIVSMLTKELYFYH
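Assay system: Procaspase-3 D3A mutant, all three cleavage aspartates alanine. Buffer or medium: Zinc-free HEPES saline buffer with Triton X-100. Times: 1 h compound preincubation, 2 h substrate hydrolysis at 25 °C. Measured by: 405 nm absorbance of p-nitroaniline, reads at 0 and 120 min. Read-out basis: percent activation relative to control range. Replicates: singlicate.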
AHR activator: activates the human aryl hydrocarbon receptor | 2.5% of 320,000 active | AHR-responsive luciferase reporter cells, luminescence | P35869 | activation, % at 5 µM; in the data active means activation above about 47%;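 further: 0% = vehicle wells and 100% = reference agonist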
CTSL1 counter: blocks F. hepatica cathepsin L1 in PFM18AAP counter-screen. recombinant F. hepatica cathepsin L1, Z-Leu-Arg-MCA fluorescence. inhibition, % at 5.96 µM. 0.49% of 300,000 active. AID 1906;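 active means inhibition above the mean of all tested compounds plus 3 SD, set per screening campaign, cut at about 17% in these data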;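 further: 0% = plate median of test compound wells and 100% = 1 µM Z-Phe-Ala-diazomethylketone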
procasp7 counter: activates human procaspase-7, counter-screen for procaspase-3 activators; P55210; recombinant procaspase-7, Ac-DEVD-pNA absorbance 405 nm; D23A/D198A/D206A triple mutant, cannot self-cleave; scale: DMSO 0, 5 µM enzyme 100; activation, % at 8.5 µM; 0.093% of 330,000 active;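 active means percent activation above the screen-wide mean plus 3 SD, cut at about 25% in these data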
Target sequence (P55210 whole entry D23A/D198A/D206A): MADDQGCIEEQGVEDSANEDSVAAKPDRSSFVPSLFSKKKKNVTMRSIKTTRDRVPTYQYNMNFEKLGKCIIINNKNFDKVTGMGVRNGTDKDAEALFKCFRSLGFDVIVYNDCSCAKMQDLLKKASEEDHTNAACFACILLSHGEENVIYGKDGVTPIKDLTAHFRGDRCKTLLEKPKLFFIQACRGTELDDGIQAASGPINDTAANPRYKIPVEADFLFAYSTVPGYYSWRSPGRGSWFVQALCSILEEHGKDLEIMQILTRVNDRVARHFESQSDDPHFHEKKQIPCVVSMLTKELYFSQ
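Assay system: Uncleavable procaspase-7 mutant enzyme; Input: 2 µM procaspase-7 mutant as dispensed; Also added: DEVD-pNA substrate; Medium: Zinc-free HEPES pH 7.4 with 300 mM NaCl, 0.01% Triton X-100; Timing: 1 h compound preincubation, 2 h substrate cleavage, 25 °C; Measured by: Epi-absorbance of released pNA at 405 nm, two timepoints.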
PP1 inh: PP1-alpha (human) inhibition in PP5 counter-screen | P62136 | purified PP1alpha, OMFP fluorescence | inhibition, % at 6.7 µM | 0.9% of 320,000 active | AID 2235;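 active means inhibition above the mean inhibition of all tested compounds plus 3 SD, computed separately for each screening campaign, cut at about 15% in these data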
Target sequence (P62136 whole entry, looked up): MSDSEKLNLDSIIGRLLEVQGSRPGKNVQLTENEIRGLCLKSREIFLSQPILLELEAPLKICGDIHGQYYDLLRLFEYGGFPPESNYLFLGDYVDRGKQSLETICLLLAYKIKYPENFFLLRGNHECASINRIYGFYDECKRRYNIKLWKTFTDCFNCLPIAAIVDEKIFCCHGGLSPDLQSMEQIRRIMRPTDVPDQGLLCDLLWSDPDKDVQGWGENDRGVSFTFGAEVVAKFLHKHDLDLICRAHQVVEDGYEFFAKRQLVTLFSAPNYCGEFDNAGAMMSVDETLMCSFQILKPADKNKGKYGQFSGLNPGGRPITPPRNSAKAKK
HCV core dimer: HCV core protein dimerization inhibition. TR-FRET GST/Flag-core106 dimerization, 1536-well. AID 1899. inhibition, % at 5 µM. 0.33% of 300,000 active;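 active means inhibition above the mean of all tested compounds plus 3 SD, set per screening campaign, cut at about 45% in these data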
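Material: GST/Flag-tagged HCV core106 proteins. Incubation: 4 h, 22.5 °C incubation. Read-out basis: inhibition (%) from 671 over 617 nm ratio. Measured by: TR-FRET, excitation 340 nm, emission 617 and 671 nm.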
PP5 primary: blocks human protein phosphatase 5 activity; purified PP5c, OMFP substrate fluorescence; inhibition, % at 6.7 µM; 0.18% of 320,000 active;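 active means inhibition above the campaign's mean inhibition across all tested compounds plus 3 SD, cut at about 9.5% in these data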;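 further: 0% = DMSO only and 100% = 100 µM cantharidin control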
TPT1 inhibitor: inhibitors of Candida albicans tRNA 2'-phosphotransferase TPT1. recombinant caTPT1, FP RNA substrate dephosphorylation. inhibition, % at 5 µM. 0.81% of 300,000 active;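 active means inhibition above the mean of all tested compounds plus 3 SD, set per screening campaign, cut at about 24% in these data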;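 further: plate controls were DMSO alone for no effect and ferristatin control at 100 nM for full effect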
Numbers without * were called inactive; x = no result given. Random draw from the library. Share with any hit: about 5.6%.

SMILES	PAFAH2 FP inh	proCasp3 act	AHR activator	CTSL1 counter	procasp7 counter	PP1 inh	HCV core dimer	PP5 primary	TPT1 inhibitor
NS(=O)(=O)c1cccc(NC(=S)NCc2ccc3c(c2)OCO3)c1	-9	12	-2	5	0	-3	0	1.3	10
COc1cc(/C=c2\s/c(=C\C(=O)C(C)(C)C)[nH]c2=O)cc(OC)c1OC	23	-18	6	5	-8	2	-6	2.1	-2
CCOC(=O)c1c(NC(=O)c2nn(CC)cc2Br)sc(C)c1C	1	-1	15	1	-2	-2	1	3.1	-2
C[C@@H]1C[C@H](O)c2cc(Cl)ccc2N1	2	5	2	2	10	-2	-5	-1.3	-2
COc1ccccc1NC(=O)CSc1nc2n[nH]c(C)c2c(=N)n1-c1ccccc1Cl	-12	8	75*	3	9	4	8	3.1	-2
O=C(Nn1cnc2ccccc2c1=O)c1ccccc1F	3	7	1	0	5	2	-3	-1.8	-1
CCOC(=O)Cn1nc(/C=C/c2ccc(OC)cc2)ccc1=O	-6	-6	6	6	-8	5	2	0.9	0
CC(C)Oc1ccc(CCC(=O)NNC(=S)NCc2ccccc2)cc1	2	9	4	2	-6	-2	1	0.3	3
CC1(C)CC(=O)C2=C(C1)NC(Nc1nc3ccccc3o1)=NC21CCCC1	-7	4	-2	1	7	1	3	1.4	1
Cc1cccc(NC(=S)N2CCN(S(=O)(=O)c3ccc(F)cc3)CC2)c1	5	1	2	2	4	-3	-5	-1.1	3
Cc1ccc(OCCCCn2cnc3ccccc32)cc1	5	3	7	-2	8	-6	3	-0.5	0
CCOC(=O)[C@H](O)[C@@H](O)c1cccc([C@H](O)[C@@H](O)C(=O)OCC)c1	1	4	-4	1	9	-1	-7	-2.2	-6
Cc1nc(Nc2ccccc2)c2oc3ccc(Cl)cc3c2n1	-2	5	51*	-2	15	-3	4	0.3	-4
CC(C)c1ccc(OC(=O)c2cccc(S(=O)(=O)N3CCN(C)CC3)c2)cc1	4	1	-1	2	-4	0	1	4.6	-2
COc1ccc(CCN(C)C(=S)Nc2cccc(C)c2)cc1OC	2	6	-1	0	-5	-2	-1	0.4	-1
COc1cc2c(cc1OC)C(C)N(C(=O)CCN1C(=O)C3C4C=CC(C4)C3C1=O)CC2 (stereo not drawn)	3	-1	0	0	0	2	-7	1.7	-10
Clc1ccccc1-c1nc2ccccc2c2nncn12	-3	-2	18	-2	6	-3	1	0.9	-4
Cc1ccnc(NC(=O)c2cccc(NC(=O)COc3ccccc3)c2)c1	-5	-5	2	-2	9	1	-5	3.5	2
Nn1c(-c2ccccc2)nc2cc(Cl)ccc2c1=O	-3	8	52*	-1	-1	-1	1	2.1	-3
CCn1c(=S)ccc2ccc(OC)cc21	3	-6	3	5	-11	2	6	3.0	2

Looked up above:
`COc1ccccc1NC(=O)CSc1nc2n[nH]c(C)c2c(=N)n1-c1ccccc1Cl` in proCasp3 act is entered as 8
`Clc1ccccc1-c1nc2ccccc2c2nncn12` in AHR activator is entered as 18
`CC(C)Oc1ccc(CCC(=O)NNC(=S)NCc2ccccc2)cc1` in TPT1 inhibitor is entered as 3

Compound profiles, from the list above. Order of screens: PAFAH2 FP inh, proCasp3 act, AHR activator, CTSL1 counter, procasp7 counter, PP1 inh, HCV core dimer, PP5 primary, TPT1 inhibitor
Entry for CC1(C)CC(=O)C2=C(C1)NC(Nc1nc3ccccc3o1)=NC21CCCC1 → -7, 4, -2, 1, 7, 1, 3, 1.4, 1
Entry for Cc1ccc(OCCCCn2cnc3ccccc32)cc1 → 5, 3, 7, -2, 8, -6, 3, -0.5, 0

The list continues.
SMILES	PAFAH2 FP inh	proCasp3 act	AHR activator	CTSL1 counter	procasp7 counter	PP1 inh	HCV core dimer	PP5 primary	TPT1 inhibitor
O=C(CSc1nnc(-c2ccncc2)o1)c1ccc2c(c1)OCCO2	2	-2	-3	-3	-5	2	-12	0.7	-3
Nc1ccccc1C(=O)NC12CC3CC(CC(C3)C1)C2	-2	-1	3	-3	3	-4	-6	2.9	3
O=C(NCCc1ccco1)c1ccc(OCc2cn3ccccc3n2)cc1	-3	2	2	x	16	x	x	x	x
CCn1c(SCC(=O)Nc2ccc(N3CCOCC3)c(Cl)c2)nnc1-c1ccc(N)cc1	2	-5	3	1	10	3	5	0.4	0
Cc1cc(Oc2ccccc2)nc(SCC(=O)Nc2ccc(Cl)cc2Cl)n1	-2	-5	0	0	1	3	3	1.5	-2
CCCCn1nnnc1NCc1cccnc1	1	-7	7	1	0	5	0	4.3	-1
C[C@]12c3[nH]c4ccccc4c3CCN1C(=O)C(CC(=O)NCc1cccc(C(F)(F)F)c1)C[C@@H]2C(=O)N1CCOCC1 (stereo partly drawn)	6	1	0	x	2	x	x	x	x
O=c1ccc2ccc(OCc3nnc(-c4ccccc4Br)o3)cc2o1	8	-3	-7	-3	2	8	1	2.2	5
Cc1cccc(N2CCN(C(=O)CCN3C(=S)NC(C)(C)CC3C)CC2)c1C (stereo not drawn)	4	5	0	1	8	1	-2	1.9	-1
CS(=O)(=O)N1CCC(C(=O)Nc2ccc(Cl)c(Cl)c2)CC1	x	-7	8	-2	4	-1	-3	3.8	0
COc1cc(C(=O)COC(=O)C2CC2(Cl)Cl)cc(OC)c1OC (stereo not drawn)	5	4	-1	x	4	x	x	x	x
Cn1cccc1C(=O)OCC(=O)N1CCN(c2ccccc2)CC1	-1	-4	0	x	-2	x	x	x	x
Cc1cc(NC(=O)c2ccccc2)sc1C	-3	-9	-7	1	-3	0	7	2.5	-1
CCCN(C(=O)c1ccc2c(SCC(=O)O)c3c(nc2c1)CCC3)c1cccc(C)c1	1	8	-2	-1	-2	2	14	0.7	-2
O=C(CCn1cnc2ccccc21)N=Nc1c(O)[nH]c2ccccc12	-1	3	6	3	-6	7	-4	0.0	-3
COc1ccc(-n2nc(C(=O)NCC(=O)N3CCN(c4ccccn4)CC3)c3ccccc3c2=O)c(OC)c1	5	-3	6	1	2	-2	3	0.1	0
Cc1nc2ccc(C(=O)N/N=C/c3cc([N+](=O)[O-])ccc3O)cc2[nH]1	1	14	16	0	-19	12	2	-0.4	0
O=C(COC(=O)C1(c2ccccc2F)CCCC1)N1CCc2ccccc21	-2	-1	3	-1	8	-1	4	1.0	0
NC(=O)c1ccsc1NC(=O)COC(=O)c1nc(Cl)ccc1Cl	4	9	10	-9	-7	45*	24	-3.3	1
Cc1ccc(NC(=O)c2sc3ncn(CC(=O)N4CCN(c5ccccn5)CC4)c(=O)c3c2C)cc1F	-11	4	4	5	9	2	8	2.9	-3
CC(=O)c1ccccc1NS(=O)(=O)c1cccc2nsnc12	11	5	7	-19	-1	1	-2	0.1	-3
Cc1cc(C)cc(OC(=O)N2CCOCC2)c1	0	5	1	1	-6	6	-4	-0.2	0
CCC(CC)C(=O)NCc1cccnc1	2	-2	0	0	-7	3	-1	0.1	2
CCOc1ccc(S(=O)(=O)NCCC(=O)Nc2ccncc2)cc1	-4	2	2	3	-1	-5	5	-0.6	-1
O=C(CCc1c[nH]c2ccccc12)NCCc1ccc(Cl)cc1	10	3	2	-1	2	3	0	3.4	0
O=C(C1=C[C@H](C2CC2)C[C@H](OCCCCO)O1)N1CCOCC1	5	-3	2	-1	-9	-2	-13	-0.5	3
CC(C)CNC(=O)c1nn(Cc2ccccc2)c(=O)c2ccccc12	1	2	-1	-1	-8	1	2	4.3	-2
O=C(N/N=C/c1ccoc1)c1ccc(Cl)cc1	7	6	2	0	13	2	-8	0.8	-2
O=C(NCC(c1cccs1)N1CCOCC1)c1cc2ccccc2oc1=O (stereo not drawn)	-1	2	0	x	2	x	x	x	x
Cc1ccn2c(C(=O)c3ccc(Cl)cc3)cnc2c1	-2	-10	0	5	-7	0	6	2.3	4
CC1=NN(C(N)=S)C(=O)C1N=Nc1c(C)cc(C)cc1C (stereo not drawn)	2	1	3	7	2	17*	17	0.8	3
CC1(C)N=C(N)NC(Nc2ccccc2)=N1	6	3	2	-4	-2	1	3	0.3	-1
O=C(CCNC(=O)Cn1ccc2ccccc2c1=O)NCc1ccccn1	-9	3	2	0	1	2	-1	-1.1	-1
CCN(CC)C(=O)Cn1cc(C(=O)C(=O)N2CCN(c3ccccc3)CC2)c2ccccc21	-2	1	2	-7	-5	3	0	0.5	2
O=C(NCC1CCN(C(=O)c2cccc([N+](=O)[O-])c2)CC1)c1cccc([N+](=O)[O-])c1	0	-2	4	-4	1	-2	7	1.1	0
Cc1cccc(-n2c(SCc3cc(=O)n4ccsc4n3)nc3ccccc3c2=O)c1	3	2	2	3	1	2	19	4.7	-2
Cc1cc(C)cc(C(=O)OCC(=O)NC2CCCC2)c1	43*	-2	-1	-12	9	2	3	1.1	-4
Cc1cc(S(=O)(=O)N2CCN(c3ccccc3F)CC2)ccc1-n1cnnn1	-2	-2	-1	-1	11	0	1	-0.6	-6
O=C(CSc1nc2ccccc2o1)NC(=O)NCc1ccco1	-3	7	2	-2	1	-1	12	3.1	-1
O=C(Cc1ccccc1)c1c[nH]c(C(=O)NCCCn2ccnc2)c1	x	-2	26	-3	7	-4	1	0.0	-2

Records listed above marked active in PAFAH2 FP inh:
SMILES | PAFAH2 FP inh | proCasp3 act | AHR activator | HCV core dimer | PP5 primary | TPT1 inhibitor
Cc1cc(C)cc(C(=O)OCC(=O)NC2CCCC2)c1 | 43* | -2 | -1 | 3 | 1.1 | -4

(further entries)
SMILES	PAFAH2 FP inh	proCasp3 act	AHR activator	CTSL1 counter	procasp7 counter	PP1 inh	HCV core dimer	PP5 primary	TPT1 inhibitor
O=C(CCC(=O)c1ccccc1)Nc1ccccc1	x	9	1	-4	10	0	0	0.9	3
Nc1nonc1-n1nnc(C(=O)N/N=C/C=C/c2ccccc2)c1CSC1=NCCS1	x	1	-2	4	5	3	9	1.9	0
CCOC(=O)c1ccc(N2C(=O)c3n[nH]c(-c4ccco4)c3C2c2ccc([N+](=O)[O-])cc2)cc1 (stereo not drawn)	-18	6	0	2	-1	13	22	3.4	-2
CC(C)[C@H](NC(=O)C1CCN(C(=O)[C@@H]2CCCN2)CC1)C(=O)NCc1ccc(F)cc1	-7	2	0	2	6	0	0	3.7	-1
Cc1cccn2c(=O)c(/C=N/O)c(N3CCCC3)nc12	-1	0	14	3	1	-2	-6	-0.7	2
Cc1ccsc1C1CC(=O)NC2=C1C(=O)CC(C)(C)C2 (stereo not drawn)	9	3	-3	-2	6	3	-8	0.8	-1
Nc1nc(-c2nc3ccccc3[nH]2)cs1	-1	5	19	-1	11	-2	-6	2.1	3
COc1cc(C(=O)Nc2ccc3c(c2)CCCN3C(=O)c2ccco2)c([N+](=O)[O-])cc1OC	3	-1	2	6	1	-5	-2	0.5	-2
COC(=O)c1ccc(CC(=O)c2ccc(O)cc2O)o1	-1	-3	1	3	8	0	2	-0.3	20
Cc1cc(C(=O)Cn2nnc3ccccc3c2=O)c(C)n1-c1c(C)n(C)n(-c2ccccc2)c1=O	2	-7	0	1	3	-1	-1	0.6	0
CN(CC(=O)NCCc1ccc(S(N)(=O)=O)cc1)CC(=O)Nc1ccc(F)c(F)c1F	2	-12	1	x	9	x	x	x	x
O=C(COC(=O)c1cnccn1)Nc1ccc(Cl)cn1	-5	7	4	-10	6	-4	1	-2.5	1
Cc1ccc(NC(N)=S)cc1	-4	1	-3	1	1	0	0	2.4	2

Screening data as filed in PubChem.
